High-throughput results deposited in PubChem by several laboratories.
PostGolgi yeast: phenotypic screen on post-Golgi transport, primary screen. post-Golgi transport phenotypic cell assay. inhibition, % at 10 µM. hit rate 0.9% among 98,000;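 further: yeast cells grown in 1536-well plates; yeast grown about 18 h at 30C before absorbance read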
S1P2 antag: human S1P2 receptor antagonists, primary screen, cell-based | AID 736, 2007 | hit rate 0.21% among 97,000 | Sphingosine 1-phosphate receptor 2 (Homo sapiens), O95136 | inhibition, % at 5 µM | cell-based S1P2 antagonist assay, inhibition at 5 uM; in the data active means inhibition above about 45%;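 further: CRE beta-lactamase reporter cells expressing human S1P2 stimulated with S1P; 0% = agonist at EC80 alone and 100% = agonist plus reference antagonist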
PostGolgi ctrl: growth inhibition of yeast control strain, primary screen, counter-screen for post-Golgi transport modulator project. AID 738, 2007. efflux-deficient yeast background strain, growth absorbance A615, 16 h. hit rate 5% among 98,000. inhibition, % at 10 µM
DAT uptake mod: changed hDAT dopamine uptake under cocaine IC80, either direction, primary screen, cocaine antagonist project, cell-based, LLC-PK1 hDAT, [14C]-dopamine uptake, MLSMR | Sodium-dependent dopamine transporter (Homo sapiens), Q01959 | LLC-PK1 hDAT cells, [14C]-dopamine uptake with cocaine IC80; actives deviate in either direction | B-score at 10 µM | hit rate 1.3% among 110,000 | AID 449768, 2010;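 active means Z score or B-score, a plate-position-corrected score, falls beyond the plate's 99.7% confidence bounds, in either direction; inactive means both scores lie inside the 99.7% bounds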;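 further: scored against the spread of the other compound wells on the same plate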
S1P2 ag: S1P2 receptor agonists, primary screen, cell-based. Sphingosine 1-phosphate receptor 2 (Homo sapiens), O95136. S1P2-expressing cell line, agonist reporter read-out. activation, % at 4.5 µM. hit rate 0.46% among 97,000; in the data active means activation above about 16%;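 further: 0% = vehicle low control and 100% = maximal reference agonist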
sEH act: soluble epoxide hydrolase activators, primary screen, biochemical, human sEH | Bifunctional epoxide hydrolase 2 (Homo sapiens), P34913 | purified human sEH enzymatic activity, activator screen | activation, % at 2 µM | hit rate 0.04% among 91,000 | AID 717, 2007; in the data active means activation above about 37%; further: values of inactives mirror those of a sister screen read the other way
Target sequence (P34913 whole entry, looked up): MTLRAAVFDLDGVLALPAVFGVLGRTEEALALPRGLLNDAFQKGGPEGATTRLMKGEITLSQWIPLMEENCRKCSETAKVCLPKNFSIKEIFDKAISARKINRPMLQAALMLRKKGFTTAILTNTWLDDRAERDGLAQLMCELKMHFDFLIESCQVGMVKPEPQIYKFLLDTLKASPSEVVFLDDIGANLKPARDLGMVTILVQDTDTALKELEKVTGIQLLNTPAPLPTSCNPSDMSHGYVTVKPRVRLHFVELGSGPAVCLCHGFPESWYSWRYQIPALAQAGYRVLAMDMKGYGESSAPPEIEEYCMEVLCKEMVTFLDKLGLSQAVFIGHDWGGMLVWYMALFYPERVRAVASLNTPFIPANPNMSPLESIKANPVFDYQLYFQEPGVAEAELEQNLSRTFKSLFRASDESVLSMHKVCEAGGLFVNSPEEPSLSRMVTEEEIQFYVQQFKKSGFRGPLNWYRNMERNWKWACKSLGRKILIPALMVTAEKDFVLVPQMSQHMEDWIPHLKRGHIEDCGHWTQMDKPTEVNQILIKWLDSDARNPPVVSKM
sEH inhibitor: soluble epoxide hydrolase inhibitors, primary screen, biochemical, human sEH | Bifunctional epoxide hydrolase 2 (Homo sapiens), P34913 | AID 707, 2007 | recombinant human sEH enzymatic activity assay | inhibition, % at 2 µM | hit rate 0.34% among 91,000; in the data active means inhibition above about 80%; further: values of inactives mirror those of a sister screen read the other way; many of its hits are not listed in these tables
CYP2C19 inhib: blockers of cytochrome P450 2C19 activity – biochemical, luminescence, ADME assay, primary screen; CYP2C19 Supersomes, luciferin-H EGE luminescence, 30 min; inhibition, % at 5 µM; hit rate 21% among 96,000;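 active means CYP2C19 inhibition above a set limit at 5 µM in the primary screen, cut at about 50% in these data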;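 further: plate controls were negative control wells for no effect and 2.5 mM tranylcypromine positive control for full effect; values of inactives mirror those of a sister screen read the other way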
Target sequence (P33261 whole entry, looked up): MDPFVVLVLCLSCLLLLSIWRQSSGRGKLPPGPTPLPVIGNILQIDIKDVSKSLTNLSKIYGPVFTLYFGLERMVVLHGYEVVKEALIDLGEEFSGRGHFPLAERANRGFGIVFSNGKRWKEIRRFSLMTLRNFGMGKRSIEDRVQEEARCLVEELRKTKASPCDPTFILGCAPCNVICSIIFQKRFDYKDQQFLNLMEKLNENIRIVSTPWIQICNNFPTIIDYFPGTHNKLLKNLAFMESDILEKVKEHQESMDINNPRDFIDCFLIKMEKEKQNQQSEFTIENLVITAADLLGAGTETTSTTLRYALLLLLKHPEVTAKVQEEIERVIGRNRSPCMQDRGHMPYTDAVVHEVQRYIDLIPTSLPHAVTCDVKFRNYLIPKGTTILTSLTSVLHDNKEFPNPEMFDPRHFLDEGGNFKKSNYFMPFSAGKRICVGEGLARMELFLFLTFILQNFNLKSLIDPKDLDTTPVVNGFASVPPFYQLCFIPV
CYP2C19 activ: human CYP2C19 activators, primary screen, biochemical, luminescence; recombinant CYP2C19, luciferin-H EGE luminescence; active compounds read high; 0 = fully inhibited enzyme, 1 = untreated enzyme; 96,000 tested, under 10 active; activation factor at 5 µM;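 active means activation factor of at least 2 at 5 µM in the primary screen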;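 further: 0 = wells with 2.5 mM tranylcypromine and 1 = vehicle-only wells; values of inactives mirror those of a sister screen read the other way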
Starred values were filed as active, the others as inactive; nt = no result given. Unless noted, no stated cut-off is given here; in the data, active means inhibition above about 30%; inactive means the rest.

SMILES | PostGolgi yeast | S1P2 antag | PostGolgi ctrl | DAT uptake mod | S1P2 ag | sEH act | sEH inhibitor | CYP2C19 inhib | CYP2C19 activ
CCOC(=O)N1CCN(S(=O)(=O)c2cc(Br)cc3c2N(C(C)=O)C(C)C3)CC1 (centres undefined) | -1 | nt | 18 | 1.8 | nt | nt | nt | 64* | 0.4
CCCCCCCC(=O)NN1CCOCC1 | -7 | -1 | 6 | 1.8 | -4 | -2 | 8 | 7 | 0.9
CCOC(=O)C(C)Sc1cc(CS(=O)(=O)c2ccccc2)nc(-c2ccccc2)n1 (centres undefined) | 14 | 8 | 18 | -0.28 | 1 | 1 | 1 | 77* | 0.2
COCCN(CC(=O)NCC1CCCO1)C(=O)CCC(=O)Nc1cc(C)ccn1 (centres undefined) | nt | 9 | nt | 0.48 | -6 | 0 | -2 | nt | nt
O=C1N(O)C2(C=CCCC2)/C(=N\O)C12CCCCC2 (centres undefined) | -4 | 10 | -4 | -0.21 | -5 | -2 | 4 | -4 | 1
COC(=O)c1cc(NC(=O)CN2CCC(C(N)=O)(N3CCCCC3)CC2)cc(C(=O)OC)c1 | -2 | 8 | -8 | 0.055 | -4 | 16 | -19 | 14 | 0.9
COc1ccc(CN2C(=O)c3ccccc3C(/C=N\OCc3ccc(C)cc3)C2=O)cc1 (centres undefined) | -4 | 5 | 4 | 0.025 | -6 | -9 | 10 | 47 | 0.5
CCOC(=O)c1sc(NC(=O)c2cc3n(n2)C(C(F)(F)F)CC(c2cccs2)N3)c(C(=O)OCC)c1C (centres undefined) | 1 | -26 | -2 | 0.39 | -4 | 1 | 3 | 7 | 0.9
COc1cccc(-c2nc3n(n2)C(c2ccccc2Cl)C(C(N)=O)=C(C)N3)c1 (centres undefined) | 2 | -10 | 10 | 1.2 | -3 | -2 | 2 | nt | nt
CN1CCN(CP(=O)(N2CCOCC2)N2CCOCC2)CC1 | 13 | 14 | 19 | -0.03 | -4 | 0 | -1 | -5 | 1
CCn1c(N2CCN(C(=S)NCC(C)C)CC2)nc2ccccc21 | -1 | 5 | 10 | 0.74 | -4 | -2 | 2 | 28 | 0.7
CCc1ccccc1NC(=O)Cn1nnc(-c2cccs2)n1 | 23 | -8 | 10 | -0.27 | -7 | -16 | 14 | 3 | 1
CC1CCCN(C(=O)C(Cc2ccccc2)n2cccc2)C1 (centres undefined) | -10 | -17 | 6 | -0.0029 | -2 | -8 | 10 | 67* | 0.3
COCCNC(=O)CN1CCC(NC(=O)Nc2ccccc2)CC1 | 22 | 4 | -7 | -0.42 | -2 | -23 | 22 | -8 | 1.1
COc1cc(C)nc(Oc2ccc(OCc3ccccc3)nn2)n1 | -3 | -39 | -3 | -0.64 | 0 | 4 | -4 | 75* | 0.2
CCOC(=O)C1=C(C)NC(=O)NC1c1ccc(OCC(=O)Nc2ccccc2)c(OC)c1 (centres undefined) | 1 | 18 | 11 | 1.2 | -6 | -15 | 15 | 70* | 0.3
CC(NC(=O)CC1Nc2ccccc2NC1=O)c1ccccc1 (centres undefined) | 5 | nt | -7 | -0.038 | nt | nt | nt | 14 | 0.9
CCCC(=O)Nc1ccc(NC(=O)c2cccc(OC)c2)nc1 | 7 | 10 | 16 | -0.013 | -5 | 1 | -2 | 19 | 0.8
Cc1occc1-c1nnc(SCc2cc(=O)n3cc(Br)ccc3n2)n1C | -5 | -11 | -8 | nt | -2 | -11 | 10 | 10 | 0.9
CCCc1nnc(SCC(=O)Nc2ccc(OC)cc2)n1N | 1 | -3 | 9 | 0.62 | -3 | -9 | 4 | -10 | 1.1
O=C(NCC1CCCO1)c1cc2c(s1)CS(=O)(=O)C2 (centres undefined) | -7 | nt | -3 | -0.46 | nt | nt | nt | 6 | 0.9
COc1ccc(S(=O)(=O)N2CCCC(C(=O)O)C2)cc1 (centres undefined) | -7 | -9 | 7 | nt | 0 | 4 | -6 | 3 | 1
Cc1ccc(OCCCC(=O)Nc2nncs2)cc1 | 3 | 3 | 5 | 1.3 | -1 | -12 | 12 | 88* | 0.1
CCOC(=O)c1ccc(NC2c3ccccc3C(=O)N2c2ccc(C)cn2)cc1 (centres undefined) | 12 | 10 | 10 | 0.89 | 1 | -9 | 10 | 0 | 1
N#CCSc1nnc2ccc3ccccc3n12 | -10 | 21 | 1 | -0.39 | -3 | -7 | 5 | 16 | 0.8

With a hit mark in CYP2C19 inhib (from the list above):
Structure	PostGolgi yeast	S1P2 antag	DAT uptake mod	S1P2 ag	sEH act	sEH inhibitor	CYP2C19 inhib	CYP2C19 activ
CCOC(=O)N1CCN(S(=O)(=O)c2cc(Br)cc3c2N(C(C)=O)C(C)C3)CC1 (centres undefined)	-1	nt	1.8	nt	nt	nt	64*	0.4
CCOC(=O)C(C)Sc1cc(CS(=O)(=O)c2ccccc2)nc(-c2ccccc2)n1 (centres undefined)	14	8	-0.28	1	1	1	77*	0.2
CC1CCCN(C(=O)C(Cc2ccccc2)n2cccc2)C1 (centres undefined)	-10	-17	-0.0029	-2	-8	10	67*	0.3
COc1cc(C)nc(Oc2ccc(OCc3ccccc3)nn2)n1	-3	-39	-0.64	0	4	-4	75*	0.2
CCOC(=O)C1=C(C)NC(=O)NC1c1ccc(OCC(=O)Nc2ccccc2)c(OC)c1 (centres undefined)	1	18	1.2	-6	-15	15	70*	0.3
Cc1ccc(OCCCC(=O)Nc2nncs2)cc1	3	3	1.3	-1	-12	12	88*	0.1

Other structures follow.
SMILES | PostGolgi yeast | S1P2 antag | PostGolgi ctrl | DAT uptake mod | S1P2 ag | sEH act | sEH inhibitor | CYP2C19 inhib | CYP2C19 activ
COc1ccc(-c2csc(NC(=O)c3nc(-c4ccccc4)oc3C)n2)cc1 | -9 | -13 | 3 | -0.018 | -2 | 2 | 2 | 31 | 0.7
Cc1ccc(N2C(=O)CSC2c2ccccn2)cc1Cl (centres undefined) | -5 | -24 | 9 | 0.2 | -5 | -7 | 10 | 28 | 0.7
CCn1c(=NC(=O)CSC(C)=O)sc2cc(OC)ccc21 | 3 | 19 | 10 | -1.4 | -5 | -1 | 0 | nt | nt
Cc1ccccc1NC(=O)CCn1c(=O)oc2ccccc21 | 9 | nt | -3 | -2.6 | nt | nt | nt | 45 | 0.6
CCN(CC)C(=O)C(C)OC(=O)c1ccc(O)cc1 (centres undefined) | 8 | -7 | 7 | 0.25 | -6 | -5 | 6 | -2 | 1
O=C(O)/C=C\C(=O)Nc1ccccc1C#Cc1ccc(Br)cc1 | 23 | 11 | -1 | -0.93 | -4 | -5 | 6 | -3 | 1
COc1cccc(OC)c1C(=O)N1CCN(Cc2ccccc2C)CC1 | 0 | 4 | -3 | -0.5 | -2 | 10 | -12 | 79* | 0.2
O=C(N/N=C1/C(=O)c2cccc3cccc1c23)c1ccc(Cl)cc1 | 37* | 0 | 11 | -0.27 | -5 | 8 | -6 | 37 | 0.6
Cc1onc(-c2c(F)cccc2Cl)c1C(=O)N1C=CC(C(F)(F)F)=NCC1 | 0 | -8 | -6 | 0.0094 | -7 | 4 | 0 | 33 | 0.7
COc1cc(NC(=O)Cn2nc(Cc3cccnc3)c3ccccc3c2=O)cc(OC)c1OC | -3 | -6 | 0 | 0.12 | 3 | 0 | -2 | 54* | 0.5
O=C(Nc1ccc2snnc2c1)N1CCN(c2ccccc2)CC1 | nt | 17 | nt | 2.5 | -5 | -25 | 27 | 49 | 0.5
Cc1nc2cc(NC(=O)N3c4ccccc4CC3C)ccc2o1 (centres undefined) | 6 | 1 | 1 | 0.097 | -6 | -10 | 12 | 41 | 0.6
CCN(CC(=O)Nc1ccc2c(c1)OCCO2)C(=O)c1cccc(S(=O)(=O)N2CCOCC2)c1 | 9 | 1 | 4 | 0.82 | -7 | -8 | 6 | 7 | 0.9
CCCCCCN1Cc2ccccc2C1 | 3 | 10 | 12 | -0.6 | -5 | 5 | -5 | 43 | 0.6
COc1cccc(C(=O)OC(C)CN2CCCC2)c1 (centres undefined) | -1 | -11 | 0 | 0.55 | -4 | -3 | 5 | 4 | 1
COc1ccc(Cl)cc1NC(=O)C1CCCN(S(=O)(=O)c2cccc3nonc23)C1 (centres undefined) | 3 | 6 | 1 | -0.056 | -9 | 0 | -3 | nt | nt
CC1=C(C(=O)OCC(C)C)C(c2cccc(F)c2)N2C(=O)C(C)SC2=N1 (centres undefined) | 3 | -15 | 22 | 2.1 | -4 | 24 | -21 | 75* | 0.3
CC(C)(C)OC(=O)NCc1nc(N)n[nH]1 | -2 | 0 | 5 | -1.3 | -3 | 17 | -22 | nt | nt
Cc1nn(CCC#N)c2nc(C(F)(F)F)[nH]c(=O)c12 | -4 | nt | -11 | 0.0043 | nt | nt | nt | -4 | 1
COc1cc(Cl)c(C)cc1NC(=O)CSc1nnc(-c2ccccn2)n1Cc1ccco1 | 4 | -6 | 40* | 0.38 | -1 | 15 | -17 | 16 | 0.8
CC(=O)Nc1nc(-c2ccc(Cl)cc2)nc(C)c1C(C)=O | 2 | 12 | -3 | 0.66 | -4 | 7 | -4 | -12 | 1.1
CCCN1CCCc2ccccc21 | -2 | 4 | 0 | -0.89 | -2 | -9 | 5 | -16 | 1.2
N#CC1=C(N)Oc2cc(O)ccc2C1c1cccs1 (centres undefined) | -7 | 3 | -1 | -0.92 | -4 | -5 | 5 | 76* | 0.2
O=C(c1ccco1)N1CCN(C(=O)c2snc3ccc(Cl)cc23)CC1 | 0 | 13 | 6 | 0.45 | -4 | 5 | -7 | 18 | 0.8
Cc1ccc(NC(=O)Cn2c(=O)oc3cc(S(=O)(=O)N4CCC(C)CC4)ccc32)cc1C | -2 | -8 | -4 | 1.6 | 1 | -13 | 12 | 5 | 1
COc1cc(/C=C(/C#N)c2nc3ccccc3[nH]2)ccc1OCC(=O)Nc1ccccc1C(C)C | 2 | 2 | 17 | -0.74 | 19* | -8 | 11 | 38 | 0.6
c1ccc(COc2ccc(CNn3cnnc3)cc2)cc1 | -1 | 15 | 19 | -0.35 | -3 | -6 | 7 | 25 | 0.8
NNc1ncnc2c1cnn2-c1ccccc1 | 17 | -36 | 0 | -1.3 | -7 | 1 | -3 | 28 | 0.7
Cc1nc2ccc(NC(=O)c3cc(S(=O)(=O)N4CCOCC4)ccc3C)cc2s1 | -1 | 7 | 0 | 1.1 | -4 | 2 | 0 | 5 | 0.9

Of the compounds above, 3 have bromine:
SMILES | PostGolgi yeast | S1P2 antag | PostGolgi ctrl | DAT uptake mod | S1P2 ag | sEH act | sEH inhibitor | CYP2C19 inhib | CYP2C19 activ
CCOC(=O)N1CCN(S(=O)(=O)c2cc(Br)cc3c2N(C(C)=O)C(C)C3)CC1 (centres undefined) | -1 | nt | 18 | 1.8 | nt | nt | nt | 64* | 0.4
Cc1occc1-c1nnc(SCc2cc(=O)n3cc(Br)ccc3n2)n1C | -5 | -11 | -8 | nt | -2 | -11 | 10 | 10 | 0.9
O=C(O)/C=C\C(=O)Nc1ccccc1C#Cc1ccc(Br)cc1 | 23 | 11 | -1 | -0.93 | -4 | -5 | 6 | -3 | 1
